RGS4 inh: RGS4 inhibitors, primary screen, cell-based, HEK293 M3R inducible RGS4, calcium flux. Regulator of G-protein signaling 4 (Homo sapiens), P49798. Fluo-4 calcium flux; active compounds read high; triggered by carbachol at its EC20. B-score at 10 µM. 310,000 tested, 0.45% active. AID 463165, 2010;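 active means B-score, a plate-corrected calcium signal, over three deviations above library mean, with baseline fluorescence within five deviations of library mean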;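 further: RGS4 expression induced by doxycycline in cells with stable M3 receptor; B-score is computed from the integrated fluorescence ratio over baseline after carbachol; higher B-score means a larger calcium signal and so more RGS4 inhibition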
Target sequence (P49798 whole entry, looked up): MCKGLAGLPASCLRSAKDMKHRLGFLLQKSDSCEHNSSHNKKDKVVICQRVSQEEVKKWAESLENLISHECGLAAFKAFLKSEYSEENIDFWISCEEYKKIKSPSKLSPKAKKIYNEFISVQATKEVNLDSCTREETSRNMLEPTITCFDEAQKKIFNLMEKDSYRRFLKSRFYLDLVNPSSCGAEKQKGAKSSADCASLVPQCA
RGS4 act: RGS4 potentiators or activators, primary screen, cell-based, HEK293 M3R inducible RGS4, calcium flux; carbachol calcium flux Fluo4; active compounds read low; B-score at 10 µM; 310,000 tested, 0.92% active; AID 463111, 2010;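 active means B-score of the integrated calcium signal more than 4 SD below the library mean, with starting fluorescence not abnormally high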;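 further: negative B-score means reduced calcium response which marks RGS4 activation or potentiation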
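System: HEK293 FlpIn-TREx cells, stable M3R, doxycycline-inducible RGS4. Timing: overnight RGS4 induction, 30 min dye load 37 °C, 20 min compound RT. Also added: carbachol, ECmax concentration. Measured by: Fluo4 fluorescence kinetic imaging of calcium. Evaluation: integrated calcium ratio converted to B score.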
KCNQ1 act: potentiators or activators of KCNQ1 channel, primary screen, cell-based, thallium flux, high-throughput | CHO-K1 KCNQ1, thallium flux FluxOR fluorescence; active compounds read high | B-score at 10 µM | Potassium voltage-gated channel subfamily KQT member 1 (Homo sapiens), P51787 | 310,000 tested, 0.35% active;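 active means fluorescence ratio B-score, a plate-corrected score, at least three library SD, with initial intensity B-score within 5 SD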
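Medium – assay buffer, equal DMSO in all wells · Material – CHO-K1 cell line with stable KCNQ1 potassium channel expression · Signal – kinetic FluxOR thallium fluorescence, 10-s 1-Hz baseline, 110-s post-stimulus read · Compound – single concentration per compound, DMSO matched to controls · Schedule – 37 °C overnight plating, 90-min dark dye load, 20-min compound pretreatment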
hERG rescue: hERG rescue from dofetilide block, primary screen, cell-based, CHO-hERG, FluxOR thallium flux, dofetilide IC70. Voltage-gated inwardly rectifying potassium channel KCNH2 (Homo sapiens), Q12809. dofetilide IC70 present. activation (rescue from dofetilide block), less the hit threshold, % at 10 µM. 310,000 tested, 0.51% active;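 active means activation above the mean of controls blocked by dofetilide plus 5 SD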;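 further: thallium influx through hERG after potassium depolarization seen as dye fluorescence rise; in these data hits start at about 4.7%; inactives centre near -7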
GSK3beta inhib: human GSK3beta kinase inhibitors, primary screen, biochemical, cell-free homogeneous, HTS. Glycogen synthase kinase-3 beta (Homo sapiens), P49841. GST-GSK3beta kinase, ADP-Glo luminescence, 60 min; active compounds read low. activity score (negative = inhibition), % at 10 µM. 300,000 tested, 0.038% active;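 active means more than half of replicate wells score below -50%, meaning over 50% inhibition versus plate controls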;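 further: 0% = median DMSO wells and -100% = median GW8510 positive control wells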
Target sequence (P49841 whole entry, looked up): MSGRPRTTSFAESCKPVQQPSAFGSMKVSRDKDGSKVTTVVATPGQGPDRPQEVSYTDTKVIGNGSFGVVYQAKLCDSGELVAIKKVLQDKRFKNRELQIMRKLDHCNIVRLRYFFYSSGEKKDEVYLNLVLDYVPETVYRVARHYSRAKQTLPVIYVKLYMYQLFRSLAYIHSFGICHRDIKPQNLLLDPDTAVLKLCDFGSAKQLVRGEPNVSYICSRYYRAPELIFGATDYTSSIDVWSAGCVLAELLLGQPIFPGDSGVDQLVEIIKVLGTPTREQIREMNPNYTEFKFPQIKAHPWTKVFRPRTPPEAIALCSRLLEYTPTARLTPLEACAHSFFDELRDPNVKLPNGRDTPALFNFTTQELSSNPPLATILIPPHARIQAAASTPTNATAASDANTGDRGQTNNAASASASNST
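Test system: GST-fused GSK3beta enzyme, cell-free | Quantity: 1.6 ng GST-GSK3beta enzyme per well | Reagent: 25 µM ATP with peptide substrate | Schedule: 60 min enzyme reaction, room temperature | Signal: Luminescent ADP-Glo measurement of ADP formed | Read-out basis: Score relative to plate controls | Control set: DMSO and 20 µM GW8510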
GSK3A inh: blockers of GSK3A enzyme activity – biochemical, luminescence, cell-free homogeneous, HTS, primary screen. Glycogen synthase kinase-3 alpha (Homo sapiens), P49840. GSK-3 alpha kinase, ADP-Glo luminescence, 60 min. inhibition, % at 10 µM. 320,000 tested, 0.1% active. AID 2650, 2010;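 in the data active means inhibition above about 50%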;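 further: GST-tagged GSK-3 alpha with peptide substrate and 25 µM ATP; 0% = DMSO neutral wells and 100% = GW8510 positive control wells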
KCNQ1 inh: inhibitors of human KCNQ1 channel, primary screen, cell-based, thallium flux, high-throughput; Potassium voltage-gated channel subfamily KQT member 1 (Homo sapiens), P51787; CHO-K1 KCNQ1, FluxOR thallium flux fluorescence; active compounds read high; B-score at 10 µM; 310,000 tested, 1.3% active;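 active means compounds whose thallium flux B-score, printed positive for inhibition, exceeds three library SD while starting fluorescence stays within three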;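 further: channel opened by potassium depolarization with thallium stimulus after 20 min compound exposure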
KCNK9 inh: KCNK9 potassium channel inhibitors, primary screen, HEK293 cells, thallium flux. FluxOR thallium flux fluorescence; active compounds read low. B-score at 10 µM. 310,000 tested, 1.2% active. AID 488922, 2010;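 active means ratio B-score over 3 SD below the library mean, with starting fluorescence within 5 SD of its mean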;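 further: negative B-score means less thallium flux so channel inhibition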
Target sequence (Q9NPC2 whole entry, looked up): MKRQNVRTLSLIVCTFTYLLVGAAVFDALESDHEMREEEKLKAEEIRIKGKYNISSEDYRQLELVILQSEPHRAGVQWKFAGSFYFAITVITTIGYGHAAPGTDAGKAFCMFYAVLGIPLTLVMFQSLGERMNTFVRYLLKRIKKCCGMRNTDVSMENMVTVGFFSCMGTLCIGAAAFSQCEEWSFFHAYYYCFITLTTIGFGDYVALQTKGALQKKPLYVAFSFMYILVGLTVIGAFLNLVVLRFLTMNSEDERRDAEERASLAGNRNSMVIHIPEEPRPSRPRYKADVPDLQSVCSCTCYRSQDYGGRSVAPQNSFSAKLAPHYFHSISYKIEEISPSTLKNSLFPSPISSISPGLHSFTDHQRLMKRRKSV
PolyA inhibitor: polyadenylation inhibitors in yeast reporter cells, primary screen, luminescence, S. cerevisiae. S. cerevisiae SKY197-pL101 polyadenylation reporter, beta-gal luminescence; efflux-impaired pdr1/pdr3 knockout yeast; score 100 = 6 SD above DMSO. calls only at 12 µM. 300,000 tested, 0.02% active;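 active means lowest replicate activity score at least 50, where 100 means six control SD above control mean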;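 further: yeast exposed to compound for 9 h at 30 °C; higher score means more reporter readthrough which indicates perturbed polyadenylation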
KCNK3 inh: human KCNK3 channel inhibitors, primary screen, CHO cells, FluxOR thallium flux, B-score; Potassium channel subfamily K member 3 (Homo sapiens), O14649; FluxOR fluorescence; active compounds read low; B-score at 10 µM; 340,000 tested, 0.84% active; AID 602410, 2012;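 active means B-score under library mean minus 4 SD, starting fluorescence ratio at most library mean plus 5 SD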;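 further: more negative B-score means stronger inhibition of thallium flux through KCNK3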
DYRK1A inh: rat Dyrk1A kinase inhibitors, primary screen, biochemical, single point, plate reader; AID 504441, 2011; Dual specificity tyrosine-phosphorylation-regulated kinase 1A (Rattus norvegicus), Q63470; 310,000 tested, 0.43% active; ADP-Glo luminescence, NFATc1 peptide; inhibition, % at 12.5 µM; in the data active means inhibition above about 50%;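 further: plate controls were vehicle with enzyme for no effect and no enzyme for full effect; many of its hits are not listed in these tables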
Numbers without * were called inactive; i = inactive; x = no result given. This is a subset; count on the stated rates, not on these rows.

SMILES,RGS4 inh,RGS4 act,KCNQ1 act,hERG rescue,GSK3beta inhib,GSK3A inh,KCNQ1 inh,KCNK9 inh,PolyA inhibitor,KCNK3 inh,DYRK1A inh
O=C(NNC(=O)c1cccc(O)c1)Nc1ccc([N+](=O)[O-])cc1,i,i,i,-5,-1,0,i,i,x,i,x
O=C(NC1CCCCC1)NC12CC3CC(CC(C3)C1)C2,i,i,i,-5,1,1,i,i,i,i,3
COc1ccc(OC)c(NS(=O)(=O)c2c(C(=O)N3CCCCCC3)c(C)n(C)c2C)c1,i,i,i,-8,3,9,i,i,i,i,-2
COc1nc(C)ccc1-c1noc(-c2cccs2)n1,i,i,i,-10,-1,-1,i,i,i,i,11
Cc1ccc(-n2ncc3c2CC(C)(C)CC3NC(=O)CCc2c(C)noc2C)cc1 (stereo not drawn),i,i,i,-4,2,-2,i,i,i,i,-6
COc1ccc(S(=O)(=O)Nc2ccccc2C(=O)N2CCOCC2)cc1F,i,i,i,-5,0,0,i,i,i,i,-8
COC(=O)Cn1c(=O)sc2ccccc21,i,i,i,-6,3,-2,i,i,i,i,-8
CC1CN(Cc2nc3c(c(=O)n(C)c(=O)n3C)n2CC(=O)c2ccccc2)CC(C)O1 (stereo not drawn),i,i,i,-3,-1,-3,i,i,i,i,-2
COc1cccc(C(=O)Nc2nc3c(c(=O)[nH]2)CCCC3)c1,i,i,i,-11,1,1,i,i,i,i,8
C/C(=N/NC(=O)c1cccs1)c1cccs1,i,i,i,-1,4,-1,i,i,i,i,-6
CCOc1ccc(S(=O)(=O)N2CCC(C(=O)N3CCCCCC3)CC2)cc1Cl,i,i,i,-11,2,-1,i,i,i,i,3
COc1ccccc1OCCNC(=O)C(CCSC)NS(=O)(=O)c1ccccc1F (stereo not drawn),i,i,i,-10,1,0,i,i,i,i,-7
CC1CCCC(NC(=O)CCNC(=O)c2ccc(Cl)cc2)C1C (stereo not drawn),i,i,i,-10,14,-2,i,i,i,i,13
CCN1CCN(C(=O)c2ccc3nc(-c4ccccc4)c(-c4ccccc4)nc3c2)CC1,i,-9.4*,i,-13,-1,-2,i,i,i,i,2
O=C(NC1CCCC1)c1ccc(Br)s1,i,i,i,-7,0,-4,i,i,i,i,5
CNc1ccc(/C=C2\CSc3ccccc3C2=O)cc1[N+](=O)[O-],i,i,i,-11,8,-1,i,i,i,i,0
COc1ccc(-c2nnn(CC(=O)NC3CCCc4ccccc43)n2)cc1OC (stereo not drawn),i,i,i,-6,-4,0,i,i,i,i,2
CCCCCCCCn1ccc(=N)cc1,i,i,i,-15,-5,-6,i,i,i,i,-4
NNC(=O)c1cc(Br)cs1,i,i,i,-5,-3,1,i,i,i,i,-4
O=C(NCc1ccco1)C1CCCN(S(=O)(=O)c2cccc3nsnc23)C1 (stereo not drawn),i,i,i,-4,1,0,i,i,i,i,0
O=C(CCc1c[nH]c2ccccc12)OCc1cccc([N+](=O)[O-])c1,i,i,i,-10,-4,-3,i,i,i,-9.4*,0
O=C(NC1CC1)c1ccc2c(c1)ncn2C1CCCC1,i,i,i,-7,-5,3,i,i,i,i,3
CCN1C(=O)c2ccccc2S(=O)c2ccc(C(=O)NC3CC3)cc21 (stereo not drawn),i,i,i,-1,3,0,i,i,i,i,1
O=C(Nc1cccc(NC(=O)c2cccnc2)c1)c1ccccc1,i,i,i,0,1,0,i,i,i,-9.1*,5
CCC(C)(C)n1nnnc1C(c1cccnc1)N1CCCc2ccccc21 (stereo not drawn),i,i,i,-7,3,-4,i,i,i,i,3
COC(=O)c1c(-c2ccc(C(C)(C)C)cc2)csc1NC(=O)C1C2CCC(O2)C1C(=O)O (stereo not drawn),i,i,i,-8,-1,0,i,i,i,i,-5
CCOC(=O)N1CCN(c2c(F)cc3[nH]c(=S)[nH]c3c2Br)CC1,i,i,i,-6,-2,1,i,i,i,i,-1
Cc1nnc(N2CCOCC2)c2nn(-c3cccc(Cl)c3)c(C)c12,i,i,i,-7,-2,-1,i,i,i,i,12
COc1cccc(C2c3[nH]c4ccccc4c3C[C@H]3C(=O)N(c4ccccc4C(=O)N4CCC(C(=O)O)CC4)C(=O)N23)c1 (stereo partly drawn),i,i,i,-3,0,-1,i,i,i,i,-4
CC(=O)Oc1ccccc1/C=C/c1nc2ccccc2c(=O)o1,i,i,i,-5,-1,1,i,i,i,i,6
O=C1c2ccccc2S(=O)(=O)c2cc(C(=O)N3CCN(C(=O)c4ccccc4)CC3)ccc21,i,i,i,-6,2,-2,i,i,i,i,x
COC(=O)Nc1nnc(CC(=O)Nc2ccccc2C)s1,i,i,i,-7,0,-2,i,i,i,i,-6
Cn1c(-c2csc(-c3ccccc3)n2)n[nH]c1=S,i,i,i,-3,-2,-1,i,i,i,i,2
COc1ccc(C(=O)COC(=O)Cn2nnc3ccccc32)cc1Br,i,i,i,-16,0,1,i,i,i,i,7
COc1ccccc1NC(=O)c1ccc(S(=O)(=O)N2CCC(C)CC2)cc1,i,i,i,-6,0,-2,i,i,i,i,-2
O=C(O)Cc1ccc(C(=O)c2cccs2)s1,i,i,i,-10,-1,-1,i,i,i,i,1
Cc1cc(Cl)ccc1OCCCC(=O)Nc1ccc(S(=O)(=O)Nc2ncccn2)cc1,i,i,i,-10,4,0,i,i,i,i,3
O=C(OCC(=O)C12CC3CC(CC(C3)C1)C2)c1cccnc1Cl,i,i,i,-7,-6,0,i,i,i,i,3
CSc1ccc(CN(C)C(=O)C(c2ccccc2)c2ccccc2)cc1,i,i,i,-7,-1,-1,i,i,i,-10*,4
O=C(Oc1cc2oc(=O)cc(-c3ccccc3)c2cc1Cl)C1CCCCC1,i,i,i,-4,1,-1,i,i,i,i,7
CC1Oc2ccccc2N(CC(=O)NC2CC2)C1=O (stereo not drawn),i,i,i,0,0,-1,i,i,i,i,3
Cc1ccc(NC(=O)CSc2nnc(C)c(=O)n2N)cc1Cl,i,i,i,-6,0,-1,i,i,i,i,-5
O=C(O)c1cccc(N/N=C/c2cccc3ccccc23)c1,i,i,i,-7,1,-3,i,i,i,i,11
CCn1cc(C(=O)NCC2CCCO2)c(=O)c2cc(S(=O)(=O)N3CCCCC3)ccc21 (stereo not drawn),i,i,i,-7,5,-1,i,i,i,i,-1
Cc1ccc(-n2nc3c(=O)n(CC(=O)NCc4ccc(C)o4)nc(C)c3c2C)cc1,i,i,i,-6,1,3,i,i,i,i,x
O=C(O)c1cccc(-c2ccc3c(c2)OCO3)c1,i,i,i,-5,-2,-1,i,i,i,i,10
COc1ccccc1NC(=O)CCSc1nnc(-c2ccc(O)cc2)o1,i,i,i,-2,2,61*,i,i,i,i,9
Cc1ccc(CC(=O)Nc2nc3c(s2)CCCC3)cc1,i,i,i,-10,0,3,i,i,i,i,6
CCOc1cc(C(=S)N2CCCC2)ccc1OC(=O)Cc1ccc(F)cc1,i,i,i,-13,-1,x,i,i,i,i,-1
Cc1ccc(C(=O)Nc2ccc(OCc3ccccc3)cc2)s1,i,i,i,-4,1,0,i,i,i,i,0

Next part:
SMILES,RGS4 inh,RGS4 act,KCNQ1 act,hERG rescue,GSK3beta inhib,GSK3A inh,KCNQ1 inh,KCNK9 inh,PolyA inhibitor,KCNK3 inh,DYRK1A inh
CCCCSc1nnc(-c2ccc(NC(=O)CC)cc2)n1C,i,i,i,-3,4,-1,i,i,i,i,-6
CCOC(=O)/C(=N\Nc1ccccc1)S(=O)(=O)c1ccccc1,i,i,i,0,-2,-3,i,i,i,i,3
COc1ccc(C2/C(=C(\O)c3ccc4c(c3)OCCO4)C(=O)C(=O)N2CCCn2ccnc2)cc1 (stereo not drawn),i,i,i,-6,1,-3,i,i,i,i,2
c1ccc2[nH]c(-c3ccncc3)nc2c1,i,i,i,-18,-8,14,i,i,i,i,32
CSc1nc2ccc(Br)cc2[nH]1,i,i,i,-13,-3,5,i,i,i,i,19
CCCCN1C(=O)C(O)(CC(=O)c2c(C)coc2C)c2ccccc21 (stereo not drawn),i,i,i,-6,-1,x,i,i,i,i,6
COc1ccc(OC)c(-c2cc(C(=O)N/N=C/c3ccc(F)cc3)c3ccccc3n2)c1,i,i,i,-16,3,0,i,i,i,i,x

Reprinted at random: 3 entries already listed.
SMILES,RGS4 inh,RGS4 act,KCNQ1 act,hERG rescue,GSK3beta inhib,GSK3A inh,KCNQ1 inh,KCNK9 inh,PolyA inhibitor,KCNK3 inh,DYRK1A inh
CCCCN1C(=O)C(O)(CC(=O)c2c(C)coc2C)c2ccccc21 (stereo not drawn),i,i,i,-6,-1,x,i,i,i,i,6
COc1ccc(OC)c(-c2cc(C(=O)N/N=C/c3ccc(F)cc3)c3ccccc3n2)c1,i,i,i,-16,3,0,i,i,i,i,x
CCCCSc1nnc(-c2ccc(NC(=O)CC)cc2)n1C,i,i,i,-3,4,-1,i,i,i,i,-6
